SIRT5 inh: SIRT5 desuccinylase inhibitors, primary screen, biochemical, fluorescence imaging, single point, set 5; NAD-dependent protein deacylase sirtuin-5, mitochondrial (Homo sapiens), Q9NXA8; Purified SirT5, succinyl-peptide AMC, trypsin-coupled fluorescence; inhibition, % at 15 µM; 330,000 compounds, 1.1% hits; AID 652115, 2013; in the data active means inhibition above about 15%; inconclusive means no clear call, values can overlap the other calls
Target sequence (Q9NXA8 whole entry, looked up): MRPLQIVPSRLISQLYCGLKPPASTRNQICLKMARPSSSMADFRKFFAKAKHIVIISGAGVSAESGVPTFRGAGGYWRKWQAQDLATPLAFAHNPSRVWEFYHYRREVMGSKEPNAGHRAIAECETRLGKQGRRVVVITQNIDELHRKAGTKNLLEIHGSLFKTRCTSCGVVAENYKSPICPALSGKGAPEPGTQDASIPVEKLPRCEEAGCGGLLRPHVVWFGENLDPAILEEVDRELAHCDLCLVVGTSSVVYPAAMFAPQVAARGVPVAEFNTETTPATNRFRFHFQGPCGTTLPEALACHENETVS
PglD DTNB: C. jejuni PglD acetyltransferase inhibitors, primary screen, biochemical, DTNB colorimetric, single point; UDP-N-acetylbacillosamine N-acetyltransferase PglD (Campylobacter jejuni); AID 602405, 2012; 360,000 compounds, 0.098% hits; inhibition, % at 12.5 µM; purified PglD enzyme, DTNB colorimetric CoA detection; in the data active means inhibition above about 16%, passing the limit was not always enough; inconclusive means no clear call, values can overlap the other calls; further: strong numbers were not always called active
DENV2 CPE rescue: inhibitors of DENV2 cytopathic effect, primary screen, cell-based, plate reader, single concentration. 350,000 compounds, 1.7% hits. AID 651640, 2012. CPE inhibition, % at 9.99 µM. DENV2-infected cells, cytopathic effect rescue; in the data active means CPE inhibition above about 20%, passing the limit was not always enough; inconclusive means no clear call, values can overlap the other calls; tested in BHK-21 cells;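 further: 0% = median of neutral control wells and 100% = median of positive control wells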
S100A4 inh HTS: inhibitors of S100A4-myosin IIA peptide binding, primary screen, biochemical, fluorescence polarization, TAMRA-MyoIIA peptide | Protein S100-A4 (Homo sapiens), P26447 | inhibition, % at 10.7 µM | 360,000 compounds, 0.14% hits | AID 652163, 2013;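 active means mean inhibition of at least 70% across replicates, with every replicate also reaching that level; inconclusive means mean inhibition reaches 70% but some replicates fall short; inactive means mean inhibition below 70%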
Target sequence (P26447 whole entry, looked up): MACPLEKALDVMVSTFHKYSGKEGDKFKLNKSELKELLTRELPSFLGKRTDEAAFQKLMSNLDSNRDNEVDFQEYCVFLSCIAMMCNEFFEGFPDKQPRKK
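System – human S100A4 monomer protein, biochemical binding assay · Buffer or medium – Calcium-containing HEPES buffer, pH 7.2 · Timing – 5 min between mix addition and reading · Also added – TAMRA-labelled myosin IIA heavy-chain peptide probe, 5 nM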
C2C12 statin: suppressors of statin myotoxicity in C2C12 myotubes, primary screen, cell-based, single point, plate reader | C2C12 myotubes + simvastatin, ATP luminescence, 48 h; scaled: DMSO 0, geranylgeraniol control 100 | rescue of ATP level, % at 7.49 µM | 330,000 compounds, 0.78% hits | AID 602340, 2012;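 active means mean ATP rescue above about 67%, or every replicate alone reaching that limit, limit read from the data, passing the limit was not always enough; inconclusive means no clear call, values can overlap the other calls; inactive means mean under the limit and some replicate under it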;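 further: myotubes were challenged with 10 µM simvastatin during compound exposure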
E-selectin induc: E-selectin induction in HUVECs, primary screen, imaging, HUVEC, immunofluorescence imaging, single point. P16581. normalized: neutral wells 0, TNF-alpha wells 100. activation, % at 7.58 µM. 260,000 compounds, 0.37% hits. AID 686992, 2013;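 active means mean E-selectin-positive cell signal at least 10% of the positive control, reached in at least 60% of replicates, without over 20% cell loss; inconclusive means no rule given, readout overlaps actives, possibly toxicity-flagged; inactive means the rest, including those meeting only one limit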;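 further: in these data hits start at about 27%; measured in HUVEC primary endothelial cells; signal is the percent of cells scored E-selectin positive by PE staining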
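Assay system: HUVEC, human umbilical vein endothelial cells / Amount: 3,000 HUVEC/well / Controls: TNF-alpha positive control, DMSO neutral control / Compound dosing: single concentration / Medium: EGM-2 over gelatin coat / Evaluation: percent E-selectin-positive cells / Signal: immunofluorescence imaging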
ERp5 block: inhibitors of ERp5-driven insulin aggregation, primary screen, biochemical, turbidity, absorbance 650 nm, single point; AID 651711, 2012; 90 min; inhibition, % at 9.99 µM; Protein disulfide-isomerase A6 (Homo sapiens), Q15084; 350,000 compounds, 0.05% hits;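 active means mean replicate inhibition above about 25%, with every replicate also reaching it, limit read from the data, passing the limit was not always enough; inconclusive means only one of those two criteria met; inactive means neither criterion met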
Target sequence (Q15084 whole entry, looked up): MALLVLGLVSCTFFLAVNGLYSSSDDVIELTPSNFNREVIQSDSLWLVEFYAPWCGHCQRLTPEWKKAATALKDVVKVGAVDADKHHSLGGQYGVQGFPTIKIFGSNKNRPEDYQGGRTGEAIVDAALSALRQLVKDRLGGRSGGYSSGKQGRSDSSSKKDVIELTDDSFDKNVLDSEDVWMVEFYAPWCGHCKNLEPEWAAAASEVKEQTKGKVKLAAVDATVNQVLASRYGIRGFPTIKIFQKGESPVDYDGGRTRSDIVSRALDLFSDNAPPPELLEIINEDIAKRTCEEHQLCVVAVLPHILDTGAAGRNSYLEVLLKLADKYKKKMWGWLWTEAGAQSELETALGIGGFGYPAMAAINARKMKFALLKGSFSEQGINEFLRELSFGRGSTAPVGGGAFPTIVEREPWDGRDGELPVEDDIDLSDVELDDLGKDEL
The depositor's hits bear a star; ? = inconclusive; . = no result given; & = joins results of further samples.

Order of values – SIRT5 inh | PglD DTNB | DENV2 CPE rescue | S100A4 inh HTS | C2C12 statin | E-selectin induc | ERp5 block
CCCCCn1nnnc1C1(C)CCC(=O)N1Cc1ccco1 (stereo not drawn)
    7 | . | 1 | 4 | . | 1.5 | 4
C[C@@H]1CN([C@@H](C)CO)C(=O)c2cc(NS(C)(=O)=O)ccc2O[C@@H](C)CCCCO[C@H]1CN(C)C(=O)c1ccncc1
    1 | -3 | 69* | -6 | . | 0.0 | 1
CCc1nnc(NS(=O)(=O)c2ccc(N/C=C(\C=O)c3nc4cc(Cl)ccc4o3)cc2)s1
    0 | 1 | 3 | -6 | 93* | . | 4
COc1ccccc1Nc1nc(-c2sc(NC(=O)CC(C)C)nc2C)cs1
    -4 | -7 | 3 | -8 | -9 | 0.7 | -4
Cc1ccc(C(C)C)c(OCCNCCc2ccccc2)c1
    -5 | -116 | -5 | 4 | -22 | . | ?
COC(=O)CSc1nnc(COc2cccc3ccccc23)o1
    -3 | 7 | -1 | -4 | 9 | . | -2
C[C@H]1CN([C@@H](C)CO)S(=O)(=O)c2ccc(C3=CCCC3)cc2O[C@H]1CN(C)C(=O)c1ccccn1
    -3 | -1 | 6 | 4 | -6 | 0.0 | -4
O=C1NC(=S)NC1=Cc1ccc(O)cc1
    . | -11 | -2 | 8 | -4 | 0.8 | -6
COCCn1c(SCC(=O)N2CCCC2=O)nc2sc(C)c(C)c2c1=O
    1 | -1 | -2 | 0 | -9 | -0.6 | 1
O=C(NNc1ccc(F)cc1F)C1CCC1
    . | 7 | 0 | -12 | 18 | 0.0 | 6
Cc1ccc(CS(=O)(=O)Cc2ccc(C(=O)NCCCN3CC(C)CC(C)C3)o2)cc1 (stereo not drawn)
    -5 | -1 | -3 | -3 | 0 | -0.2 | 5
C[C@@H]1CN([C@@H](C)CO)S(=O)(=O)c2ccc(Br)cc2O[C@@H]1CN(C)C(=O)c1ccc(F)cc1
    -1 | 0&-3 | 2&-1 | -1&-29 | -3&11 | 0.0&-0.1 | 5&4
CCCCCCCCN1C(=O)[C@H](CC(=O)NCCCOCCCC)C[C@@]2(C(=O)OC)CCCCC=C12
    1 | . | -3 | 59 | . | -0.7 | 0
CCN1CCN(CCCN(Cc2ccco2)C(=S)Nc2ccc(Cl)cc2)CC1
    -6 | -9 | 14 | 4 | 0 | 0.0 | -4
COc1ccc(N=Cc2oc3ccc4ccccc4c3c2O)cc1
    1 | . | 3 | -3 | . | . | 4
CCCc1nnc(SCC(=O)NC2CCCC2)n1CCOC
    1 | -6 | -4 | -2 | 2 | . | 0
Cc1cccc(NC(=O)CCCN2C(=O)C3CC=CCC3C2=O)c1 (stereo not drawn)
    -1 | 3 | 19 | 8 | . | -0.1 | 0
COC(=O)C1CC(C(=O)OC)C2C(C(=O)OC)CC(C(=O)OC)C12 (stereo not drawn)
    -7 | 0 | -2 | 2 | 7 | -0.4 | 0
Cc1ccccc1C(=O)Nc1nnc(SC(C)C)s1
    -2 | . | . | -1 | . | 0.5 | 8
O=C(NN=Cc1ccc(OC(F)F)cc1)c1ccc(NS(=O)(=O)c2cccs2)cc1
    2 | 0 | -2 | -7 | -4 | . | 5
COC(=O)CN1CCN(C(=O)c2ccco2)CC1
    -7 | 1 | -10 | 1 | -4 | 1.1 | -9
Cc1cccc(N=Nc2c(C)[nH]n(-c3ccccc3)c2=O)c1
    -2 | . | -1 | -13 | . | . | 0
CCC(C)[C@H](NC(=O)N1CC(=O)Nc2ccccc21)C(=O)N[C@@H](Cc1c[nH]c2ccccc12)C(=O)O (stereo partly drawn)
    3 | -6 | 18 | -4 | 5 | . | -4
CCC(c1nnnn1CC1CCCO1)N(CCCO)Cc1cc2cccc(C)c2[nH]c1=O (stereo not drawn)
    -2 | 8 | . | 1 | 5 | . | -1
NS(=O)(=O)c1ccc(NC(=O)CSc2ccccc2)cc1
    -1 | -2 | . | 0 | -1 | -0.4 | 0
Cc1ccc(S(=O)(=O)NCC[C@@H]2CC[C@@H](NC(=O)c3cccc(F)c3)[C@H](CO)O2)cc1
    2 | 13 | 20 | 9 | -3 | 0.2 | 6
O=C(COc1ccc([N+](=O)[O-])cc1)Nc1ccc(CN2CCOCC2)cc1
    0 | . | -6 | 5 | . | . | -3
C[C@@H]1CCCCO[C@H](CN(C)CC2CC2)[C@@H](C)CN([C@H](C)CO)C(=O)c2cc(NC(=O)CCC(F)(F)F)ccc2O1
    0 | . | -7 | 16 | . | 0.1 | 8
Cc1cc(NC(=O)c2cc([N+](=O)[O-])cc([N+](=O)[O-])c2C)no1
    -2 | . | 0 | -4 | . | 1.0 | -8
O=C(c1cn(-c2ccccc2)nc1-c1ccncc1)n1nnc2ccccc21
    7 | 4 | . | 3 | . | . | 7
O=C(CCCn1c(=S)[nH]c2ccc(Br)cc2c1=O)NCc1ccccn1
    -1 | 3 | 1 | -3 | 3 | . | -3
CCCN(C(=O)CSCc1ccc(C)cc1)c1c(N)n(Cc2ccccc2)c(=O)[nH]c1=O
    -1 | . | -10 | -4 | . | -0.4 | -4
CCc1ccc(NC(=O)C2CCN(C(=O)[C@@H]3Cc4ccccc4CN3)CC2)cc1
    -1 | 10 | 1 | -13 | -12 | . | -1
CCCCn1c(-c2cccc(C)c2)nc2cc3[nH]c(=O)c(C(C)C)nc3cc21
    -1 | 12 | 4 | 1 | -16 | 0.6 | -5
Cc1cc(NC(=O)CC(CN(C)S(=O)(=O)c2ccccc2)c2ccccc2)no1 (stereo not drawn)
    -1 | 4 | 1 | 5 | -3 | 0.2 | 4
COc1ccccc1NC(=O)CSc1ccc2nnc(-c3cccnc3)n2n1
    1 | 4 | 10 | -4 | 2 | -0.3 | -5
C[C@H](CO)N1C[C@H](C)[C@@H](CN(C)S(=O)(=O)c2ccccc2F)Oc2cc(-c3ccccc3)ccc2S1(=O)=O
    ? | 1 | -8 | 8 | -85 | 20 | 0
O=C(C1=C[C@@H](C2CCCCC2)C[C@@H](OCCCCO)O1)N1CCOCC1
    -1&-1 | 7&3 | 3&14 | -3&-5 | 4 | -0.1 | 3&0
C[C@H](CO)N1C[C@H](C)[C@H](CN(C)Cc2ccccc2)Oc2c(NS(=O)(=O)c3cccs3)cccc2C1=O
    -2 | 3 | -14 | -12 | -24 | -0.1 | -1
COc1ccc(-n2c(=O)/c(=C\c3cccs3)s/c2=C(/C#N)C(=O)N2CCN(C)CC2)cc1
    1 | . | 7 | 19 | . | . | 1
CC(=O)Nc1ccc(NC(=O)c2cc(=O)c3ccc(C)cc3o2)cc1
    -2 | 4 | -7 | -2 | -2 | 0.9 | 1
Cc1nc(=O)c(-c2ccccc2)c(C)n1-c1cccc(/C=C/C(=O)O)c1
    -3 | . | 4 | -1 | . | -0.1 | 3
CN(C)C(=O)C[C@@H]1C[C@@H]2c3cc(NC(=O)c4cccnc4)ccc3O[C@@H]2[C@@H](CO)O1
    -1 | 2 | 4 | 12 | 4 | 0.0 | -1
CCC(=O)c1ccc(OCC(=O)N2CCN(c3ccccn3)CC2)cc1
    0 | -7 | -4 | 0 | -3 | . | -2
Cc1ccc(CNC(=O)C2CCCN(S(=O)(=O)c3cnc[nH]3)C2)cc1 (stereo not drawn)
    . | -4 | -3 | 6 | 6 | . | 0
O=C(NNC(=O)C1CC1)c1ccccc1[N+](=O)[O-]
    -5 | -1 | -11 | 4 | . | 0.1 | -7
O=C(CCS(=O)(=O)c1ccc(Cl)cc1)Nc1nc(-c2cccnc2)cs1
    -1 | -4 | 8 | 1 | -8 | . | 4
CC1(c2ccccc2)CC(C)(C)N(C(N)=O)c2ccccc21 (stereo not drawn)
    -2 | -5 | ? | -1 | 39 | -0.1 | -3
Cc1ccc(N2CC(C(=O)OCC(=O)Nc3ccccc3C)CC2=O)cc1 (stereo not drawn)
    0 | -4 | -6 | -9 | -5 | 0.3 | -7
C[C@H]1CN([C@@H](C)CO)C(=O)Cc2cc(NC(=O)Cc3cn(C)c4ccccc34)ccc2O[C@@H]1CN(C)C(=O)NC1CCCCC1
    -2 | 1 | 2 | -15 | 10 | . | 10
CCC1(C)Cc2ccccc2-c2nc(SCC(N)=O)[nH]c(=O)c21 (stereo not drawn)
    1 | 6 | 3 | 0 | -3 | . | -2
N#C[C@H]1[C@H](c2ccc(C#CC3CCCCC3)cc2)[C@@H](CO)N1C(=O)Nc1ccc(F)cc1
    -2 | . | 17 | 15 | . | -0.7 | 7

From PubChem

A portion of the library. The share of hits here may be higher or lower than overall.
